ALOX12 inh: Primary qHTS assay for inhibitors of human arachidonate 12S-lipoxygenase (ALOX12): Round 2; Polyunsaturated fatty acid lipoxygenase ALOX12 (Homo sapiens), P18054; 580,000 compounds, 1.1% hits; purified 12hLO, xylenol orange hydroperoxide absorbance; Potency, µM (series often up to 108 µM), for the others: top-dose activity change, negative = inhibition, most hits filed as inhibitors; active = well fitted inhibition curve with a large enough effect; inconclusive = small, poorly fitted or top-dose-only effect, or another doubt; inactive = no such curve, though single readings can be large or run the other way
Target sequence (P18054 whole entry, looked up): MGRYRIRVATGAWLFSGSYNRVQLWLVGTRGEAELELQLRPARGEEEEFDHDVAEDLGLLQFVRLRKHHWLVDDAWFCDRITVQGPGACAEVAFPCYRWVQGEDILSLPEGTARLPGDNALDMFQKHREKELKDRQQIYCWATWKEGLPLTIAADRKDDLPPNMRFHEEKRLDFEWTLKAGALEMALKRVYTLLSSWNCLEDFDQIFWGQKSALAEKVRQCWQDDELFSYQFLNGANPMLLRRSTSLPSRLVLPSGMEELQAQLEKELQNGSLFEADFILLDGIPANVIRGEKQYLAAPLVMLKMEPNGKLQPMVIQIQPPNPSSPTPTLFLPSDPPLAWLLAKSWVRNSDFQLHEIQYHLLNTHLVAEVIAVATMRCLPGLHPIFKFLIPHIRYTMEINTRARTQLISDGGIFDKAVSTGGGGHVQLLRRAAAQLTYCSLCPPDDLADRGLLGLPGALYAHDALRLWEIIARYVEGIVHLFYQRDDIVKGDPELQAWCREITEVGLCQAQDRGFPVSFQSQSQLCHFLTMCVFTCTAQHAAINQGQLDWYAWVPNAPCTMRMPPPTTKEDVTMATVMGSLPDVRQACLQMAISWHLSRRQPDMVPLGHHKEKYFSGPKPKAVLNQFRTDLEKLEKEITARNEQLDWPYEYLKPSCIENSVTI
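Hydroperoxide product was detected by ferrous iron/xylenol orange as the 573 to 405 nm absorbance ratio. Arachidonic acid at 40 uM (final) was turned over for 30 min at room temperature by 150 nM human 12hLO, pH 7.0 Hepes buffer, after 15 min compound preincubation.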
The depositor's hits bear a star; ? = inconclusive; [ ] = dose if it differs, or a comment. % is scaled to controls: 0 for no effect and ±100 for the full control effect; potency is read from the fitted curve at half-maximal effect. Some of the compounds tested; rates above refer to the full screens.

Sample of the layout (2 entries):
mol	ALOX12 inh
CC1CCCCN1CC(=O)NCCc1c[nH]c2ccccc12 (stereo not drawn)	7%
Cc1cnc(NC(=O)Cn2ccc3c(Br)cccc32)s1	4%

This part in full, repeating the preview:
mol	ALOX12 inh
CC1CCCCN1CC(=O)NCCc1c[nH]c2ccccc12 (stereo not drawn)	7%
Cc1cnc(NC(=O)Cn2ccc3c(Br)cccc32)s1	4%
CCCCn1nnnc1CSc1nnc(-c2ccccc2)n1-c1ccc(F)cc1	-25%
Cc1ccc(CC(=O)N2CCC3(C2)C(=O)N(C)c2ccccc23)cc1 (stereo not drawn)	55%[activator]
CCCC(=O)N1CCCN(CC(=O)Nc2cccc(F)c2)CC1	-13%
COCc1cc(=O)n(CC(=O)Nc2ccccc2F)c(N2CCOCC2)n1	6%
Cc1cc(C)cc(-c2nnc(SCc3nc4ccccc4o3)o2)c1	?
COc1cc(C2C(C#N)=C(N)N(c3c(F)cccc3F)C3=C2C(=O)CC(C)(C)C3)ccc1O (stereo not drawn)	-26%
O=C(CCC(=O)c1ccc(F)cc1)OCc1cccc([N+](=O)[O-])c1	?
Cc1ccc(CNc2oc(-c3ccc(S(=O)(=O)N4CCc5ccccc5C4)cc3)nc2C#N)cc1	15%
Cc1ccc(CNc2ncncc2-c2nc(-c3ccccc3)no2)cc1	36%[activator]
CNc1ncccc1C(=O)N1CCCC2(C=Cc3ccccc3O2)CC1 (stereo not drawn)	32%
COc1ccc(CN(C)Cc2ccccc2C(F)(F)F)cc1	24%[176 µM]
O=C(Cc1n[nH]c(=O)c2ccccc12)Nc1cccc(F)c1	9%
O=C(OCC1(COC(=O)c2ccc(F)cc2)CCCC(COC(=O)c2ccc(F)cc2)(COC(=O)c2ccc(F)cc2)C1=O)c1ccc(F)cc1	?
Cc1ccc(C(=O)N2CCc3nc4cc(-c5ccccc5)[nH]n4c(=O)c3C2)cn1	15%
O=C(c1cccc(C(F)(F)F)c1)N1CC2CC(C1)[C@H]1CCCC(=O)N1C2 (stereo partly drawn)	49%[activator]
CCc1ccc(S(=O)(=O)N2CCC(n3cnnc3CC)CC2)cc1	1%
COc1ccc(CNC(=O)C2CCN(C(=O)c3ncn4c3COC(c3ccccc3)C4)CC2)cc1 (stereo not drawn)	13%
COC(CNC(=O)c1ccc(COc2cccc3c2OC(C)(C)C3)cc1)OC	-1%
O=C(c1ccc(Cl)cc1)N1CC2(CCN(C3COC3)CC2)Cc2ccccc21	0%[6.33 µM]
COCCNC(=O)/C(C#N)=C\c1cccc(C(F)(F)F)c1	64%[activator]
CCOC(=O)N1CCN(C(C(=O)O)c2c[nH]c3ccccc23)CC1 (stereo not drawn)	-17%
CC(C)CCN1CCCC2(CN[S+](=O)([O-])c3ccccc3N2)C1 (stereo not drawn)	34%[activator][176 µM]
Cc1nc2nc(SCC(=O)Nc3ccccc3C(C)(C)C)[nH]c2cc1Br	15%
CCn1cnnc1-c1nn(C)c2c1CN(C(=O)c1n[nH]c3ccccc13)CC2	58%[activator]
O=C(NCC1CCCO1)c1cnc2c(c1)N(Cc1ccccc1)CCC2 (stereo not drawn)	1%[176 µM]
COc1cccc(C(=O)NCC2CCCN(Cc3ccn[nH]3)C2)c1OC (stereo not drawn)	3%
COc1ccc(Cc2nnc(SCC(=O)Nc3ccc(F)c(F)c3)n2C)cc1	-3%
CC(C)(C)C(=O)N1CCCC(c2nn(-c3ccc(F)cc3)c(=O)[nH]2)C1 (stereo not drawn)	24%

Reprinted at random: four records from the list.
mol	ALOX12 inh
CCn1cnnc1-c1nn(C)c2c1CN(C(=O)c1n[nH]c3ccccc13)CC2	58%[activator]
Cc1cnc(NC(=O)Cn2ccc3c(Br)cccc32)s1	4%
COC(CNC(=O)c1ccc(COc2cccc3c2OC(C)(C)C3)cc1)OC	-1%
CC(C)CCN1CCCC2(CN[S+](=O)([O-])c3ccccc3N2)C1 (stereo not drawn)	34%[activator][176 µM]

Continued:
mol	ALOX12 inh
O=C(OCc1ccccc1)c1cc2ccccc2[nH]1	19%
CN(C)CC(=O)N1Cc2ccccc2CC2(CCN(CC3CCNCC3)C2)C1 (stereo not drawn)	?
O=C(c1ccccc1OCC1CCCN(C2CCSCC2)C1)N1CCCCC1 (stereo not drawn)	17%
CO[C@H]1C(=O)N(C(C)C)[C@H]1C1CCN(C(=O)Cn2ccc(C)n2)CC1	67%[activator]
COc1cncc(Nc2ncc(-c3ccccc3OC)c3c2OCC3)c1	22%[176 µM]
CCNc1nc(SC(C)C(=O)NC)nc2ccccc12 (stereo not drawn)	-21%
COc1ccccc1/C=C/C(=O)c1ccc(OCc2ccccc2)cc1OCc1ccccc1	-24%
CC(C)c1cccc(NC(=O)c2cc3n(n2)CC(c2ccc4c(c2)OCO4)OC3)c1 (stereo not drawn)	15%
Cc1ccc(S(=O)(=O)NCc2c(C)nn(Cc3ccccc3)c2C)cc1	4%
Cc1csc(NC(=O)C(C)Sc2nnc(-c3ccco3)n2CC(C)C)n1 (stereo not drawn)	19%
O=C(C1CCC1)N1CC(=O)N2[C@H](CO)[C@@H](c3ccc(Br)cc3)[C@@H]2C1	-19%
Cc1ccc(-n2cc3c(c2-c2ccccc2)c(=O)n(C)c(=O)n3C)c(C)c1	?
COc1ccc(NC(=O)N2Cc3[nH]cnc3C[C@H]2c2nc(-c3ccncc3)no2)cc1	46%[activator][176 µM]
CC1=C(C(=O)Nc2ccccc2C(=O)NCCc2ccco2)SCCO1	?
O=C(O)C1Cc2nc[nH]c2CN1C(=O)CCc1cn2ccccc2n1 (stereo not drawn)	?
CC(=O)N1CCC(CC(=O)N(C)Cc2ccccc2)C1 (stereo not drawn)	35%[activator]
COCCNc1ncnc2c1CN(C1CCNCC1)C(=O)CN2C	?
CC(C)c1nncn1C1CCN(S(=O)(=O)c2ccc(F)cc2F)CC1	34%
CCCc1nc2nc(-c3ccc(OC)cc3)cc(=O)n2[nH]1	?
C=CCN(Cc1ccccc1OC)C(=O)c1cnc2ccccn12	55%[activator]
C[C@@H]1CN([C@H](C)CO)C(=O)c2c(c3ccccc3n2C)-c2ccccc2CO[C@@H]1CN(C)C(=O)CCN(C)C	?
Cc1nccn1CC(=O)N1C[C@@H](COCC2CC2)[C@H](c2ccccn2)C1	8%
Cc1ccc(-c2cnc(CCC(=O)NC(C)c3ccc4c(c3)NC(=O)CO4)o2)cc1C (stereo not drawn)	-21%
Cc1ccccc1C(=O)CC(=O)c1ccccc1C	-10%
Cn1nc(CC(=O)Nc2ccccc2O)c2ccccc2c1=O	-15%
COCCN(C)C(=O)c1coc(COc2ccc(F)cc2Cl)n1	16%
O=C(C(=O)N1CCC(CNC(=O)c2cccnc2Cl)CC1)c1cccs1	-4%
Cc1ccc(C2Cn3cnc(C(=O)N4CCC(C(=O)NCCC(C)C)CC4)c3CO2)cc1 (stereo not drawn)	64%[activator]
O=C(Nc1cccc(F)c1)N1CCCC1c1nc(C2CCOCC2)no1 (stereo not drawn)	25%
O=C(c1ccc(N2CCCC2=O)cc1)N1CCC2(CC1)OCCCC2O (stereo not drawn)	67%[activator]

mol	ALOX12 inh
Cc1nc(C)c(C(=O)N2CCC(CCOc3ccccc3)C2)s1 (stereo not drawn)	0%
COc1cccc(NC(=O)C(C)OC(=O)c2ccc3ccccc3n2)c1 (stereo not drawn)	-18%
CC(=O)Nc1ccc(NC(=O)CC2C(=O)N(C3CCCCC3)c3nc4ccccc4n32)cc1 (stereo not drawn)	3%
O=C(Cn1c2c(c(=O)n1Cc1ccccc1)CCN(Cc1ccccc1)C2)NCc1cnccn1	42%
CCCNC(=O)c1cc(-c2ccncc2)nc2ccccc12	24%
CCOc1ccc(CN2CCCC23Cc2ccccc2CNC3=O)cc1 (stereo not drawn)	0%[6.33 µM]
Cc1ccc(-c2cc(C(=O)NCc3c(C)cc(C)[nH]c3=O)c3c(c2)N(C)CCO3)cc1	0%[176 µM]
O=C(c1ccco1)N1CCC(Nc2cccnc2)C1 (stereo not drawn)	50%[activator]
CNC1CCc2nn(C)c(=O)n2CC1 (stereo not drawn)	52%[activator]
Cc1ccc(NS(=O)(=O)c2cccc(Cl)c2Cl)cc1S(=O)(=O)N1CCCCC1	-7%
Cc1sc(-c2nc(-c3cccc(Cl)c3)no2)cc1S(=O)(=O)N1CCC2(CC1)OCCO2	2%
N#CCn1nc2n(c1=O)CCN(C(=O)Cc1c(F)cccc1Cl)CC2	9%
Cc1ccc(OCc2nc(C3CCCCN3)no2)cc1 (stereo not drawn)	27%
CNc1c(NC(=O)c2cccc(Cl)c2)c(=O)oc2ccccc12	31%
CC(C)c1cccc(NC(=O)c2ccc(Cn3ccn4nc5c(c4c3=O)CCCC5)cc2)c1	22%
Cn1cc(-c2cnn3c(N)c(Br)c([C@H]4CCCNC4)nc23)cn1	3%[57.4 µM]
Cc1csc(CN2CCCC(c3n[nH]c(=O)n3-c3ccccc3)C2)n1 (stereo not drawn)	129%[activator]
C=CCN1C[C@@H]2CN(C(=O)c3cccc(Cl)c3C)C[C@]2(C(=O)O)C1	-1%
COC(=O)c1cccc(NC(=O)c2sc(COc3cccc(C)c3)nc2C)c1	64%[activator]
C[C@]1(CO)[C@H]2Cc3sc(NC(=O)c4ccc(F)cc4)nc3[C@@H](CC(=O)O)[C@]2(C)CC[C@H]1O	5%
O=C(Nc1cccc(F)c1)c1nnc(CSCC(=O)N2CCN(c3ccccc3)CC2)s1	-9%
CC(C)C(=O)NCCSCc1cccs1	30%
COc1ccccc1NC(=O)c1cc(=O)c(OCc2ccc(Cl)cc2)co1	4%
O=C(Nc1ccc([C@H]2OCC(=O)N(Cc3ccncc3)[C@@H]2CO)cc1)c1ccc(C(F)(F)F)cc1	7%
COc1ccc(N2Cc3c(NC4CCCC4)ncnc3N(C)CC2=O)cc1	-2%
O=C(NCCc1ccccn1)c1cccc(NS(=O)(=O)c2ccc3c(c2)OCCO3)c1	-31%
CCc1nc(-c2c3n(c(=O)n(CC(=O)NCc4cccs4)c2=O)CCCCC3)no1	3%
COC(=O)c1cc2c(c3c4ccccc4n(S(=O)(=O)c4ccc(C)cc4)c13)C(=O)N(CC(C)C)C2	?
CC(C)c1noc(-c2cn(C3CCCN(C(=O)c4ccsc4)C3)nn2)n1 (stereo not drawn)	-2%
Cc1cnc(NC(=O)c2nn(C(C)C)c(=O)c3ccccc23)s1	-41%

mol	ALOX12 inh
COC(=O)C1=C(C)N=C2SC=C(CC(=O)NCc3ccccc3)N2C1c1ccccc1OC (stereo not drawn)	-5%
CC(C)NC(=O)C1CCC(Cn2cnnn2)CC1 (stereo not drawn)	50%[activator]
c1cncc(-c2nc3c(c(NCc4ccccc4-n4ccnc4)n2)CNC3)c1	60%[activator]
COc1ccc(-c2nc3c(c(=O)[nH]2)CCN(C(=O)Nc2ccc4c(c2)CCC4)C3)cc1	3%
Cc1ccccc1C(=O)N[C@H]1C[C@@H]2CC[C@H]1C2	-25%
CC(C)N1CCN(C(=O)c2ccc3c(c2)C(O)CCCCCN3C)CC1 (stereo not drawn)	14%
COc1ccc2c(C)c(CCC(=O)N3CCCCC3)c(=O)oc2c1	8%
CCCC(NC(=O)c1ccc(C#N)cc1)c1ccccc1 (stereo not drawn)	9%
COc1ccc(NC(=O)c2sc(-n3[nH]c(C)c(CCC(C)C)c3=O)nc2C)cc1	43%[activator]
CCN1C(=O)C2CC3(CCN(C(=O)c4sc(C)nc4C)CC3)CN2C1=O (stereo not drawn)	10%
c1cncc(-c2nc(Sc3nnnn3C3CC3)c3ccccc3n2)c1	?
O=C(Nc1cc2c(cc1Sc1ccccc1)OCCO2)c1ccc2c(c1)OCCCO2	3%
CCOC(=O)C1CCCN(C(=O)Cc2ccc(N(Cc3ccccc3)C(=O)c3ccco3)cc2)C1 (stereo not drawn)	-14%
Cc1ccc2c(c1)-c1nc(SCC(=O)Nc3cc(F)ccc3C)ncc1S(=O)(=O)N2C	?
CCn1c(-c2cccnc2)nc2cc(NC(=O)COC)cc(C(=O)N3CCOc4ccccc4C3)c21	-2%
Cc1cc(Cl)c(C)c(S(=O)(=O)N2CCCC2c2nnc3ccccn23)c1Cl (stereo not drawn)	18%
COCCN(C)C(=O)c1ccc2c(c1)C1(CCN(CC3CC3)C1)CN2Cc1ccccc1 (stereo not drawn)	56%[activator][176 µM]
Cc1cc(NC(=O)CCc2ncc(-c3ccccc3F)o2)no1	1%
NS(=O)(=O)c1ccccc1[N+](=O)[O-]	-29%
Cc1ccc(NC(=O)Cn2nc(-c3ccccc3)ccc2=O)cc1S(=O)(=O)N1CCOCC1	17%
CN1CCN(C(=O)[C@@H]2CCC[C@@H](NCc3cccc(Cl)c3)CN(C)C(=O)C2)CC1	14%[176 µM]
COc1ccc(C(=O)NC2CCN(c3cc(-c4ccc(F)cc4)[nH]n3)C2)cc1 (stereo not drawn)	6%
Clc1cc(NCCOc2ccccc2)n2nccc2n1	56%[activator][176 µM]

Some of these compounds in order of their number in ALOX12 inh, descending:
mol	ALOX12 inh
CCCNC(=O)c1cc(-c2ccncc2)nc2ccccc12	24%
O=C(c1ccccc1OCC1CCCN(C2CCSCC2)C1)N1CCCCC1 (stereo not drawn)	17%
CCOC(=O)N1CCN(C(C(=O)O)c2c[nH]c3ccccc23)CC1 (stereo not drawn)	-17%
